Source: PubChem
BAZ2B inh = BAZ2B (human) inhibition; AID 504333; AlphaScreen BAZ2B-H3K14Ac peptide displacement; Potency, µM (doses to about 114 µM), for inactives: at the highest dose activity change, negative = inhibition, most hits filed as inhibitors; 360,000 tested, 4.4% active; Q9UIF8; note: % is set by controls: 0 for no effect and ±100 for the full control effect; nearly all actives have a fitted effect of over 60% in size
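BAZ2B (50 nM) with biotin-H3(5-23)K14Ac peptide (50 nM) in PBS pH 7.4, 0.01% Tween-20, preformed 30 min, then compound 30 min at room temperature; top concentration 110uM. AlphaScreen streptavidin donor/nickel chelate acceptor beads (10 ug/mL final), 20 min dark, signal read.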
GLS inh = blocks human kidney-isoform glutaminase activity. GLS enzymatic activity, qHTS titration. Potency, µM (series often up to 45.5 µM), for the others: at the top dose activity change, negative = inhibition, actives largely listed as inhibitors. AID 624170. O94925. 410,000 tested, 0.21% active; note: % is set by controls: 0 for no effect and ±100 for the full control effect
Target sequence (O94925 whole entry, looked up, canonical isoform): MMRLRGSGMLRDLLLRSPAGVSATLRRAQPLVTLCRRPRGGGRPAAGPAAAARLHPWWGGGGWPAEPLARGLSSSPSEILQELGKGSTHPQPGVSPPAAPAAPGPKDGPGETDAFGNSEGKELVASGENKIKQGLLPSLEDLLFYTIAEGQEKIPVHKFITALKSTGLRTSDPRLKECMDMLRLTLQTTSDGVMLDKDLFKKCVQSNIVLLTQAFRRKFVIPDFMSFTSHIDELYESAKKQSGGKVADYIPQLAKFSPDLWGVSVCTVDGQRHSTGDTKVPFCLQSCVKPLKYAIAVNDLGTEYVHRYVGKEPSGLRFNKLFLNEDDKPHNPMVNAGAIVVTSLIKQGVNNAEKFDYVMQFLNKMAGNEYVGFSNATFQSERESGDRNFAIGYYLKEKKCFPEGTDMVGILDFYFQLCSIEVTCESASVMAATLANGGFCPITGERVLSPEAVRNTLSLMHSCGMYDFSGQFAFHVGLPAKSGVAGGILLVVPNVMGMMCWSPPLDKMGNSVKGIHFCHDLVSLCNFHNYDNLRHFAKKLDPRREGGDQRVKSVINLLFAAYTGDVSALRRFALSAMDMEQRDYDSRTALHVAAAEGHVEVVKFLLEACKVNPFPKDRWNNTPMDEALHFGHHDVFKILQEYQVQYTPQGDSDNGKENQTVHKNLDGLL
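Two-point fluorescence kinetic (t0, 30 min RT) for hKGA; glutamate detected via glutamate oxidase–HRP–Amplex Red. Substrate: 1 mM L-glutamine solution; buffer 45 mM KH2PO4, pH 8.2.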
Pol iota inh = inhibitors of human DNA polymerase iota; Pol iota fluorescent replication assay, 10 min; Q9UNA4; AID 588590; Potency, µM (doses to about 115 µM), inactives show top-dose activity, negative = inhibition, actives largely listed as inhibitors; 390,000 tested, 1% active
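Fluorescent replication assay read twice, at 0 min and 10 min after adding 50 nM (final) substrate. Enzyme (10 nM) and compounds were first incubated 15 min at room temperature; enzyme-free buffer wells were negative controls.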
Tb PGK inh = T. brucei PGK inhibition; P07378; PGK/GAPDH coupled, Kinase-Glo luminescence, 60 min; Potency, µM (series often up to 57.5 µM), inactives show at the highest dose activity change, negative = inhibition, actives largely listed as inhibitors; 380,000 tested, 0.043% active; note: % is set by controls: 0 for no effect and ±100 for the full control effect; nearly all actives have a fitted effect of over 60% in size
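Luminescent ATP detection (Kinase-Glo Plus) follows a 60-minute room-temperature incubation, with wells lacking PGK as controls. Buffer: 100 mM TEA (pH 7.6), 5 mM MgCl2, 0.01% Tween-20. Coupling enzyme GAPDH (100 nM final) supplies unstable 1,3-BPG in-well.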
JMJD2A Tudor inh = inhibitors of human JMJD2A Tudor domain; O75164; AlphaScreen JMJD2A-Tudor / H3K4me3 peptide binding; Potency, µM (series often up to 114 µM), without a hit: at the top dose activity change, negative = inhibition, most hits filed as inhibitors; 390,000 tested, 4.4% active; AID 504339; note: % is set by controls: 0 for no effect and ±100 for the full control effect; nearly all actives have a fitted effect of over 50% in size
BLM helicase inh = blocks DNA unwinding by human BLM helicase. recombinant BLM DNA unwinding, fluorescence dequenching. Potency, µM (doses to about 56.1 µM), inactives show top-dose activity change, negative = inhibition, actives largely listed as inhibitors. 350,000 tested, 0.2% active;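 note: plate controls were vehicle for no effect and no enzyme for full effect; nearly all actives have a fitted effect of over 35% in size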
HP1b binding inh = blocks HP1-beta chromodomain binding to methylated histone tails. P83916. AlphaScreen HP1-beta / biotin-H3K9me3 peptide binding. Potency, µM (doses to about 114 µM), for the others: at the top dose activity change, negative = inhibition, hits mostly inhibitors. 390,000 tested, 0.56% active; note: nearly all actives have a fitted effect of over 70% in size; inactives centre near 23
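AlphaScreen: HP1-beta (50 nM) preformed 30 min with biotin-H3(1-18)K9me3 peptide (50 nM) in PBS pH 7.4, 0.01% Tween-20. Compound added for 30 min at RT, then streptavidin donor/nickel chelate acceptor beads (10 ug/mL) for 30 min.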
G9a block = inhibitors of human histone lysine methyltransferase G9a; Q96KQ7; G9a H3K9 monomethylation, AlphaScreen, 2 h; Potency, µM (highest dose often 102 µM), for inactives: at the top dose activity, negative = inhibition, usual class: inhibitors; 350,000 tested, 8.8% active; note: % is set by controls: 0 for no effect and ±100 for the full control effect; nearly all actives have a fitted effect of over 75% in size
Target sequence (Q96KQ7 913-1193 limits assumed): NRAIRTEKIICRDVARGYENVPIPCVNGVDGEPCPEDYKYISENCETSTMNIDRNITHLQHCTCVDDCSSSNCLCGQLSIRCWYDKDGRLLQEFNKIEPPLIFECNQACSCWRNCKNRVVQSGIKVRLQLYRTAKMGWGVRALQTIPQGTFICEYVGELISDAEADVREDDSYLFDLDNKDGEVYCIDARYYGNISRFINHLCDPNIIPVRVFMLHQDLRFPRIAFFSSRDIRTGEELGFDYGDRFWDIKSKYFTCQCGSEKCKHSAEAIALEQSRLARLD
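Quantitative HTS format: methyltransferase activity on a biotin-tagged H3K9 peptide is measured by AlphaScreen, using a rabbit anti-monomethyl-H3K9 antibody with streptavidin donor and anti-IgG acceptor beads. Final levels are 20 nM enzyme, 500 nM peptide, 20 uM SAM; 2 h RT.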
Pin1 inhibitor = blocks the human prolyl isomerase Pin1. AID 504891. Potency, µM (titrated, usually from 115 µM), without a hit: at the top dose activity, negative = inhibition, most hits filed as inhibitors. Pin1 FP peptide displacement, HiFluor488, 10 min. Q13526. 390,000 tested, 0.009% active; active = well fitted inhibition curve with a large enough effect in the polarisation, with a control signal flat, not every such curve was filed as active; inconclusive = small, poorly fitted or top-dose-only effect, or effect the other way, or a change in a side signal; inactive = no such curve, though single readings can be large or run the other way; the % refers to the polarisation; note: % is set by controls: 0 for no effect and ±100 for the full control effect
Numbers without * were called inactive; i = inactive; ? = inconclusive; nt = no result given; [ ] = another dose, or the depositor's remark. Unless noted, calls come from the whole dose curve; as a rule, active = well fitted curve in the direction sought with a large enough effect; inconclusive = small, poorly fitted or top-dose-only effect, or another doubt; inactive = no such curve, though single readings can be large; an effect the other way counts as inactive or inconclusive. Potency is the fitted concentration of half-maximal effect.

SMILES	BAZ2B inh	GLS inh	Pol iota inh	Tb PGK inh	JMJD2A Tudor inh	BLM helicase inh	HP1b binding inh	G9a block	Pin1 inhibitor
COc1cccc(-c2cc(C(F)(F)F)n3ncc(C(=O)N4CCc5ccccc5C4)c3n2)c1	-6%	4%	?	-6%	-6%	-9%	1%	2%	-12%
O=C(COC(=O)C1CCC1)Nc1cccc(S(=O)(=O)N2CCOCC2)c1	-2%	-2%	?	2%	-12%	nt	24%	50%[2.33 µM]	-2%
CCOc1ccc2nc(NC(=O)CS(=O)(=O)c3ccccc3)sc2c1	1%	-8%	10%	3%	-10%	-8%	24%	6%[59 µM]	2%
COCCOC(=O)c1c(C)nc(SCC(=O)Nc2ccc(C)cc2)c(C#N)c1-c1ccco1	-4%	-1%	14%	-1%	-15%	-4%	52%[activator]	0%[12.7 µM]	33%[activator]
COc1ccc2oc(-c3ccccc3[N+](=O)[O-])cc(=O)c2c1	-15%	-3%	98%[activator]	4%	-13%	-2%	14%	nt	-15%
N=c1n(Cc2ccccc2)c2ccccc2n1CC(O)c1ccco1 (stereo unspecified)	-31%	1%	-7%	-5%	-4%	-4%	17%	?	?
Cc1cc(NC(=O)c2oc3c(c2C)-c2[nH]ncc2CC3)ccc1Br	-13%	-12%	15%	-8%	-14%	1%	33%	?	-1%
CC(=O)Nc1cccc(OCC(=O)NCCC2=CCCCC2)c1	0%	1%	10%	i	-13%	-2%	30%	-2%	1%
CCOc1ccc(/C=N/NC(=O)CC(=O)Nc2ccc(Cl)c(Cl)c2)cc1	-28%	5%	14%	-10%	0%	1%	18%	-1%[59 µM]	3%
Cc1nnc(NC(=O)CN2C(=O)NC3(CCCC3)C2=O)s1	13%	10%	21%	5%	3%	nt	36%	-1%[59 µM]	3%
CCC(C)c1ccc(NC(=O)NCCN2CCCCC2)cc1 (stereo unspecified)	4%	-29%	97%[activator]	-7%	-16%	4%	16%	nt	1%
CCCCn1c(SCC(=O)Nc2oc(C)c3c(C)n[nH]c(=O)c23)nc2cc(S(N)(=O)=O)ccc21	4%	-24%	-13%	-2%	-14%	nt	30%	4%[2.33 µM]	14%
CCc1nc(SCC(=O)c2cccc([N+](=O)[O-])c2)n[nH]1	0%	15%	6%	-2%	40µM*	5%	?	?	0%
CCOC(=O)c1cnn2c(C(F)(F)F)cc(-c3ccccc3)nc12	20%	-6%	27%	-6%	15%	0%	64%[activator]	31%	-4%
CCOC(=O)C1=C(O)C(=O)N(c2ccc(S(N)(=O)=O)cc2)C1c1ccc(Cl)cc1 (stereo unspecified)	?	18%	1%	-1%	-27%	-3%	6%	7%[0.501 µM]	-2%
O=C(CSc1nc2ccccc2c(=O)n1CC1CCCO1)Nc1ccccc1 (stereo unspecified)	2%	13%	-15%	-10%	2%	1%	0%	8%	-5%
CCOC(=O)c1c(/N=C/c2ccc(C)cc2O)sc2c1CCN(C)C2	?	10µM*	-16%	-4%	?	0%	?	?	5%
O=C(CNC(=O)c1ccc(Cl)cc1Cl)OCn1nnc2ccccc2c1=O	5%	-2%	7%	7%	-2%	nt	15%	?	3%
O=C(NNC(=O)[C@@H]1CCCC[C@@H]1C(=O)O)c1cccs1	0%	18%	12%	5%	9%	3%	35%	20%[59 µM]	-8%
COc1cc(/C=C(/NC(=O)c2ccccc2)C(=O)Nc2ccc(O)cc2)c([N+](=O)[O-])cc1OC	-3%	21%	25%	-9%	-25%	-4%	1%	?	0%
CC1(C)Cc2ccccc2C(NNC(=O)c2cccnc2)=N1	7%	20%	7%	-8%	?	-10%	13%	?	0%
CCCC(=O)c1ccc(N2CCN(S(=O)(=O)c3ccccc3)CC2)c(F)c1	5%	-1%	10%	-1%	-8%	-4%	43%[activator]	-2%	15%
CC(C)c1ccc(N(CC(=O)NCCSC(C)(C)C)S(C)(=O)=O)cc1	?	nt	9%	5%	-12%	-5%	24%	-3%	?
CCOC(=O)CSc1nc2c(cnn2-c2ccc(Cl)cc2)c(=O)[nH]1	4%	-17%	-2%	-13%	-1%	-6%	42%[activator]	3%	7%
Cn1c(CC(=O)Nc2ccccc2Cl)nnc1SCC(=O)Nc1nncs1	3%	-1%	35%[activator]	6%	-3%	3%	36%[activator]	7%	-7%
Cc1ccc2nc(SCC(=O)c3cc(C)n(C)c3C)[nH]c2c1	-37%	18%	12%	-2%	-20%	-8%	-15%	-19%	-17%
O=C(NCCCn1ccnc1)c1cnn2c1NC(c1ccccc1)CC2C(F)(F)F (stereo unspecified)	-36%	0%	27%	-8%	-28%	-2%	3%	8%[59 µM]	1%
CCC1CCCCN1CC(=O)c1c(C)[nH]c2cc(C)ccc12 (stereo unspecified)	2%	-2%	19%	7%	?	4%	3%	15%	9%
CCN1C[C@@H]2[C@@H]3C(=O)N(Cc4ccccc4)C(=O)[C@@H]3[C@](Cc3ccccc3)(C1=O)N2C(=O)c1ccc(Cl)c(Cl)c1	nt	-2%	18%	5%	-24%	nt	27%	nt	54%[activator]
CCO[C@@H]1OC(C(=O)Nc2ccccc2)=C[C@H](c2ccc(Br)cc2)[C@H]1CCCO	-14%	7%	5%	-11%	-23%	-12%	10%	5%[59 µM]	4%
CN(C)c1ccc(C2CC(=O)C=C(Nc3ccccc3N)C2)cc1 (stereo unspecified)	45µM*	28%	58%[activator]	5%	?	2%	-6%	nt	17%
COc1ccc(-n2c(C)cc(C(=O)CSc3nnc(-c4cccs4)o3)c2C)cc1	12%	-3%	-3%	4%	56µM*	-7%	?	6%[59 µM]	26%
COC(=O)c1ccccc1NC(=O)Cn1c(-c2nonc2N)nc2ccccc21	6%	18%	-12%	-4%	8%	-2%	2%	-34%	4%
O=C(O)c1cn(Cc2ccccn2)c(=O)c2ccccc12	4%	23%	31%[activator]	-10%	-12%	-2%	23%	4%	-5%
CCCCn1c(N)c(N(CCOC)C(=O)CN2C(=O)c3ccccc3C2=O)c(=O)[nH]c1=O	-15%	9%	40%[activator]	-12%	-18%	-1%	24%	16%	-9%
COc1ccccc1CNC(=O)CCn1c(=O)c2ccccc2n(CC(=O)Nc2ccc(C)cc2C)c1=O	-29%	0%	20%	-10%	-10%	-10%	22%	9%[59 µM]	22%
O=C(c1ccc(-c2cccc([N+](=O)[O-])c2)o1)N1CCN(c2ccc([N+](=O)[O-])cc2)CC1	4%	4%	21%	-8%	-13%	nt	1%	?	5%
Cc1ccc(N(C(=O)CNC(=O)c2ccco2)C(C(=O)NC2CCCC2)c2ccncc2)c(C)c1 (stereo unspecified)	-1%	13%	37%[activator]	4%	0%	2%	13%	14%	-10%
O=C(NCc1ccc(Cl)cc1Cl)c1ccc2nc[nH]c2c1	?	-8%	13%	-7%	-4%	-2%	19%	?	9%
Cc1nnsc1C(=O)Oc1ccccc1Cl	2%	0%	33%[activator]	-1%	16%	-2%	68%[activator]	?	-3%
O=C(N=Nc1c(O)[nH]c2ccccc12)c1cc(-c2cccs2)[nH]n1	50µM*	2%	?	-9%	-31%	-25%	13%	nt	?
O=c1[nH]cc(C#Cc2ccccc2)c2ncncc12	nt	nt	14%	nt	-15%	nt	28%	nt	-6%
COc1ccc(C2C(C(=O)Nc3cccc(C)n3)c3ccccc3C(=O)N2C)cc1 (stereo unspecified)	5%	-5%	12%	-3%	-10%	-4%	23%	?	-3%
CNc1cc(C(F)(F)F)nc(-c2ccccn2)n1	-1%	1%	15%	2%	?	-2%	31%	13%[59 µM]	-3%
CCOC(=O)CSc1nnc(CNC(=O)c2ccccc2OC)n1-c1ccc(OC)cc1	0%	-1%	0%	-10%	-10%	-1%	12%	-43%	-1%
COc1ccc(CNC(=O)C(C)N2CCN(c3ccc(C(C)=O)cc3)CC2)cc1 (stereo unspecified)	-14%	-7%	-10%	-4%	-10%	-5%	8%	?	-1%
O=C(Nc1cc(S(=O)(=O)N2CCOCC2)ccc1O)c1ccc(S(=O)(=O)N2CCCCC2)cc1	nt	11%	5%	2%	-20%	nt	28%	nt	19%
C[C@H]1CN([C@@H](C)CO)C(=O)c2cccc(NC(=O)c3cnccn3)c2O[C@@H]1CN(C)C(=O)Nc1ccc2c(c1)OCO2	nt	0%	39%	-4%	-16%	nt	49%[activator]	nt	-6%
CCOc1ccc2cc(C#N)c(SCC(=O)N3CCOCC3)nc2c1	10%	9%	16%	4%	-18%	-2%	19%	50µM*	-1%
O=C(CC1(O)C(=O)N(Cc2ccc3c(c2)OCO3)c2ccccc21)c1ccccc1 (stereo unspecified)	-7%	11%	2%	-4%	-30%	-3%	-5%	-12%[59 µM]	-5%
Cc1cc(C(=O)Nc2ccccc2C#N)n(-c2ccccc2)n1	-5%	0%	-4%	-7%	-11%	0%	47%[activator]	14%[59 µM]	-3%
O=C(COC(=O)c1ccc(F)cc1F)NCCC1=CCCCC1	3%	-2%	2%	-4%	5%	nt	34%	15%[59 µM]	-10%
COc1cccc(NC(=O)Cn2c(=O)n(CCCCC(=O)NCc3ccccc3Cl)c(=O)c3ccccc32)c1	1%	-3%	14%	8%	0%	-5%	24%	5%[59 µM]	35%[activator]

A different layout for three compounds above:
canonical_smiles | BAZ2B inh | GLS inh | Pol iota inh | Tb PGK inh | JMJD2A Tudor inh | BLM helicase inh | HP1b binding inh | G9a block | Pin1 inhibitor
CCOc1ccc2cc(C#N)c(SCC(=O)N3CCOCC3)nc2c1 | 10% | 9% | 16% | 4% | -18% | -2% | 19% | 50µM* | -1%
O=C(CC1(O)C(=O)N(Cc2ccc3c(c2)OCO3)c2ccccc21)c1ccccc1 (stereo unspecified) | -7% | 11% | 2% | -4% | -30% | -3% | -5% | -12%[59 µM] | -5%
Cc1cc(C(=O)Nc2ccccc2C#N)n(-c2ccccc2)n1 | -5% | 0% | -4% | -7% | -11% | 0% | 47%[activator] | 14%[59 µM] | -3%

Not all compounds are listed. The share of hits here may be higher or lower than overall.
